TRPC4 PAM: positive allosteric modulators of TRPC4, primary screen, cell-based, mouse TRPC4beta, HEK293 mu-opioid, Fluo-4 calcium; DAMGO EC20, Fluo-4 Ca2+ flux; active compounds read high; B-score at 10 µM; 0.42% of 310,000 active; AID 2227, 2009;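 active = B-score of calcium response area above 5 SD of library B-scores, with initial fluorescence ratio within 5 SD of library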;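 also: B-score of integrated fluorescence ratio over time as area under calcium response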
KCNQ1 block: inhibitors of human KCNQ1 channel, primary screen, cell-based, thallium flux, high-throughput. Potassium voltage-gated channel subfamily KQT member 1 (Homo sapiens), P51787. CHO-K1 KCNQ1, FluxOR thallium flux fluorescence; active compounds read high. B-score at 10 µM. 1.3% of 310,000 active. AID 2642, 2010;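 active = compounds whose thallium flux B-score, printed positive for inhibition, exceeds three library SD while starting fluorescence stays within three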;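 also: channel opened by potassium depolarization with thallium stimulus after 20 min compound exposure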
Target sequence (P51787 whole entry, looked up): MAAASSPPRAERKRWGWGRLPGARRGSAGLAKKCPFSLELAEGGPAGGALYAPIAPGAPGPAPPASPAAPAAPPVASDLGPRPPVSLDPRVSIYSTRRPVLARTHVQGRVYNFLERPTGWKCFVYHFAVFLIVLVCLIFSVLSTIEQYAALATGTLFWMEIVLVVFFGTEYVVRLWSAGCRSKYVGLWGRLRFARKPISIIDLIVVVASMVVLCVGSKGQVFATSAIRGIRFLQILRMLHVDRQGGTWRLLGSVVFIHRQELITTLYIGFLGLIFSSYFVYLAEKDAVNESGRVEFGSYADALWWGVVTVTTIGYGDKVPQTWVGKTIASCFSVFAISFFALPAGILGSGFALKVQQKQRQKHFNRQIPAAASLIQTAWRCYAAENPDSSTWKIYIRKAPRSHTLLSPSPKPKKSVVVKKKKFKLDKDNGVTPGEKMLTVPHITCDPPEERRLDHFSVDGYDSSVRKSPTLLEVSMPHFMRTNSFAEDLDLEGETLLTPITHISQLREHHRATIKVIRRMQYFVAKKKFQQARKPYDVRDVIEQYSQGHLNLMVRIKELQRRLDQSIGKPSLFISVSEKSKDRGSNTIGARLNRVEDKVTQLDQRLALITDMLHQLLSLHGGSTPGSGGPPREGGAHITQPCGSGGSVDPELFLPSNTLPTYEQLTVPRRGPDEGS
hERG rescue: hERG rescue from dofetilide block, primary screen, cell-based, CHO-hERG, FluxOR thallium flux, dofetilide IC70; dofetilide IC70 present; AID 1511, 2009; activation (rescue from dofetilide block), less the hit threshold, % at 10 µM; 0.51% of 310,000 active;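 active = activation above the mean of controls blocked by dofetilide plus 5 SD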;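 also: thallium influx through hERG after potassium depolarization seen as dye fluorescence rise; in these data hits start at about 4.7%; inactives centre near -7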
KCNK3 inh: human KCNK3 channel inhibitors, primary screen, CHO cells, FluxOR thallium flux, B-score. Potassium channel subfamily K member 3 (Homo sapiens), O14649. FluxOR fluorescence; active compounds read low. B-score at 10 µM. 0.84% of 340,000 active. AID 602410, 2012;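 active = B-score under library mean minus 4 SD, starting fluorescence ratio at most library mean plus 5 SD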;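 also: more negative B-score means stronger inhibition of thallium flux through KCNK3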
Target sequence (O14649 whole entry, looked up): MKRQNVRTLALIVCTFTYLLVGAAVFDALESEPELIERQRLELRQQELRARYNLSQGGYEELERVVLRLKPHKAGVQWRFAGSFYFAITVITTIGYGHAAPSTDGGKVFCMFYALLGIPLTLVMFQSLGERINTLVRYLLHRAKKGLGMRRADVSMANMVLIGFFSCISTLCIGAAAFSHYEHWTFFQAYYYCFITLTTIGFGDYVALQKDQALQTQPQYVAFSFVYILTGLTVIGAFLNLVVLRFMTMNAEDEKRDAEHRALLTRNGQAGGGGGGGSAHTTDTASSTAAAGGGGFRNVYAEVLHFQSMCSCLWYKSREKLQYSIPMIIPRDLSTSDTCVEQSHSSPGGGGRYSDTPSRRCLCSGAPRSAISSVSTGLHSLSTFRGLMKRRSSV
TRPC4 agonist: activators of mouse TRPC4 channel, primary screen, Fluo4 calcium, HEK293 TRPC4beta/mu-opioid cells; AID 2237, 2010; Short transient receptor potential channel 4 (Mus musculus), Q9QUQ5; 0.49% of 310,000 active; Fluo4 calcium fluorescence; active compounds read high; B-score at 10 µM;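 active = B-score above 5 SD of library B-scores, and initial fluorescence ratio not above library mean plus 5 SD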;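 also: positive B-score marks a calcium rise read as TRPC4 activation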
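Material: HEK293 stable line with TRPC4beta plus mu-opioid receptor; technique: Fluo4 calcium-sensitive dye fluorescence, kinetic, 1 Hz baseline; timing: Fluo4 dye loading 45 min at room temperature, 110 s recording; controls: assay buffer as low control, maximal DAMGO as high control; read-out: integrated baseline-normalised fluorescence ratio, converted to per-well B score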
KCNQ1 act: potentiators or activators of KCNQ1 channel, primary screen, cell-based, thallium flux, high-throughput. CHO-K1 KCNQ1, thallium flux FluxOR fluorescence; active compounds read high. B-score at 10 µM. 0.35% of 310,000 active. AID 2648, 2010;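 active = fluorescence ratio B-score, a plate-corrected score, at least three library SD, with initial intensity B-score within 5 SD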
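Doses: Single concentration per compound, DMSO matched to controls | Test system: KCNQ1-transfected CHO-K1 cells | Timing: 90 min dye loading and 20 min compound exposure, both at room temperature | Measured by: Kinetic FluxOR thallium fluorescence, 10-s 1-Hz baseline, 110-s post-stimulus read | Medium: Assay buffer with matched DMSO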
Dyrk1A ADPGlo: rat Dyrk1A kinase inhibitors, primary screen, biochemical, single point, plate reader; Dual specificity tyrosine-phosphorylation-regulated kinase 1A (Rattus norvegicus), Q63470; ADP-Glo luminescence, NFATc1 peptide; inhibition, % at 12.5 µM; 0.43% of 310,000 active; in the data active = inhibition above about 50%;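 also: plate controls were vehicle with enzyme for no effect and no enzyme for full effect; many of its hits are not listed in these tables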
KCNK9 inh: KCNK9 potassium channel inhibitors, primary screen, HEK293 cells, thallium flux; FluxOR thallium flux fluorescence; active compounds read low; 1.2% of 310,000 active; B-score at 10 µM;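 active = ratio B-score over 3 SD below the library mean, with starting fluorescence within 5 SD of its mean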;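 also: negative B-score means less thallium flux so channel inhibition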
PolyA inh: polyadenylation inhibitors in yeast reporter cells, primary screen, luminescence, S. cerevisiae. S. cerevisiae SKY197-pL101 polyadenylation reporter, beta-gal luminescence; efflux-impaired pdr1/pdr3 knockout yeast; score 100 = 6 SD above DMSO. calls only at 12 µM. 0.02% of 300,000 active;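 active = lowest replicate activity score at least 50, where 100 means six control SD above control mean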;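 also: yeast exposed to compound for 9 h at 30 °C; higher score means more reporter readthrough which indicates perturbed polyadenylation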
TRPC4 block: inhibitors of mouse TRPC4 channel, primary screen, Fluo4 calcium, HEK293 TRPC4beta/mu-opioid cells; AID 2247, 2010; DAMGO-evoked Fluo4 calcium flux; active compounds read low; B-score at 10 µM; 0.39% of 300,000 active; Short transient receptor potential channel 4 (Mus musculus), Q9QUQ5;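 active = B-score over 3 SD under the library average, no early fluorescence shift, positive overall ratio signal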
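Assay system: TRPC4beta/mu-opioid receptor HEK293 cell line; compound dosing: single concentration per test compound; detection: Fluo4 Ca2+ flux fluorescence; evaluation: per-well B score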
Platelet DG rel: inhibitors of platelet dense granule secretion, primary screen, cell-based, MLPCN, human platelets. human platelet-rich plasma, SFLLRN dense granule ATP release, luminescence. inhibition, %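 (compounds screened at 7.5 µM in platelet-rich plasma)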. 0.22% of 300,000 active. AID 1663, 2009;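 active = mean replicate score, as percent of positive control, at or above 50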
Numbers without * were called inactive; i = inactive; x = not tested or not shown. This is a subset; rates above refer to the full screens.

entry	compound	TRPC4 PAM	KCNQ1 block	hERG rescue	KCNK3 inh	TRPC4 agonist	KCNQ1 act	Dyrk1A ADPGlo	KCNK9 inh	PolyA inh	TRPC4 block	Platelet DG rel
1	O=C1NCCCC1C(=O)N/N=C/c1ccccc1 (configuration not stated)	i	i	-3	i	i	i	-6	i	i	i	-1
2	CC1Cc2ccccc2N1Cc1ccc([N+](=O)[O-])cc1 (configuration not stated)	i	i	-11	i	i	i	1	i	i	i	-8
3	CCCNC(=O)N1CCC(C(=O)c2ccc(Cl)cc2)CC1	i	i	-4	i	i	i	-2	i	i	i	2
4	N#Cc1cccc(NC(=O)Cn2c3[n+](c4ccc(C(F)(F)F)cc42)CCCCC3)c1	i	i	-9	i	i	i	-9	i	i	i	-4
5	CCC(=O)N1c2ccc(S(=O)(=O)NCc3ccco3)cc2CC1C (configuration not stated)	i	i	-6	i	i	i	-5	i	i	i	-2
6	COc1cccc(Cn2c(-c3cccs3)noc2=O)c1	i	i	-6	i	i	i	11	i	i	i	-2
7	Cc1ccc2cc(C(c3nnnn3Cc3ccccc3)N3CCN(c4ccccc4)CC3)c(=O)[nH]c2c1 (configuration not stated)	i	i	-12	i	i	i	4	i	i	i	14
8	C=CCNC(=S)NNC(=O)c1ccc([N+](=O)[O-])cc1	i	i	0	i	i	i	-2	i	i	i	-4

Part of the list above in order of count of non-hydrogen atoms, descending.
entry	compound	TRPC4 PAM	KCNQ1 block	hERG rescue	KCNK3 inh	TRPC4 agonist	KCNQ1 act	Dyrk1A ADPGlo	KCNK9 inh	PolyA inh	TRPC4 block	Platelet DG rel
7	Cc1ccc2cc(C(c3nnnn3Cc3ccccc3)N3CCN(c4ccccc4)CC3)c(=O)[nH]c2c1 (configuration not stated)	i	i	-12	i	i	i	4	i	i	i	14
6	COc1cccc(Cn2c(-c3cccs3)noc2=O)c1	i	i	-6	i	i	i	11	i	i	i	-2
1	O=C1NCCCC1C(=O)N/N=C/c1ccccc1 (configuration not stated)	i	i	-3	i	i	i	-6	i	i	i	-1

Next part:
entry	compound	TRPC4 PAM	KCNQ1 block	hERG rescue	KCNK3 inh	TRPC4 agonist	KCNQ1 act	Dyrk1A ADPGlo	KCNK9 inh	PolyA inh	TRPC4 block	Platelet DG rel
9	COc1cc(NS(=O)(=O)c2ccccc2)ccc1-n1nc(C)cc1C	i	i	-13	i	i	i	-1	i	i	i	3
10	CCc1ccccc1NC(=O)C1CCCN(c2nn3c(=O)cc(C)nc3s2)C1 (configuration not stated)	i	i	-1	i	i	i	3	i	i	i	0
11	O=C(CCCn1cnc([N+](=O)[O-])n1)Nc1cc(Cl)ccc1O	i	i	1	i	i	i	-3	i	i	i	-3
12	COc1ccc(NC(=O)CN2C(=O)CSC(C)C2=O)c(OC)c1 (configuration not stated)	i	i	-4	i	i	i	-2	i	i	i	-5
13	CCCC(C)NC(=O)c1sc2nc3n(c(=O)c2c1C)CCC3 (configuration not stated)	i	i	-8	i	i	i	-5	i	i	i	-1
14	COc1ccc(N(Cc2ccc(N(C)C)cc2)C(=O)c2ccc(S(C)(=O)=O)cc2)cc1	i	i	-14	i	i	i	-4	i	i	i	-26
15	C=Cc1cccc(NC(=O)COc2ccccc2)c1	i	i	-17	i	i	i	1	i	i	i	-8
16	CCOc1cc(CNCc2ccccn2)ccc1OCC(=O)NC(C)(C)C	i	i	-14	i	i	i	-2	i	i	i	-3
17	CC(c1ccco1)N(Cc1ccco1)C(=O)Nc1ccccc1 (configuration not stated)	i	i	-18	i	i	i	-5	i	i	i	-4
18	Cc1ccc2cccc(S(=O)(=O)N3CCN(c4ccccc4F)CC3)c2n1	i	i	-12	i	i	i	-1	i	i	i	-2
19	Nc1nc(SCC(=O)Nc2ccc(OC(F)(F)F)cc2)[nH]c(=O)c1NC(=O)c1ccc(Br)o1	i	i	-5	i	i	i	x	i	i	i	-54
20	COc1ccc(NC(=O)c2cc(C(=O)Nc3ccc(OC)cc3OC)cc([N+](=O)[O-])c2)c(OC)c1	i	i	-7	i	i	i	12	i	i	i	-1
21	CN(CC(=O)Nc1ccc(C#N)cc1)Cc1ccc(Cl)cc1Cl	i	i	-18	i	i	i	x	i	i	i	1
22	COc1ccc(-c2cc3nc(C)cc(N4CC(C)CC(C)C4)n3n2)cc1 (configuration not stated)	i	6*	-12	i	i	i	-5	i	i	i	x
23	CC(NC(=O)NC12CC3CC(CC(C3)C1)C2)C1CCCO1 (configuration not stated)	i	i	-9	i	i	i	x	i	i	i	-2
24	C/C(CC(=O)Nc1cccc(Cl)c1C)=N\NC(=O)C(=O)NCC(C)C	i	i	-13	i	i	i	3	i	i	i	13
25	CSc1nnc(C)c(=O)n1COC(=O)COc1ccc2ccccc2c1	i	i	-8	i	i	i	0	i	i	i	-1
26	COc1ccccc1CNC(=O)CCS(=O)(=O)c1ccc2c(c1)CCCN2C(C)=O	i	i	-4	i	i	i	5	i	i	i	0
27	COc1cc(/C=N/NC(=O)CCNC(=O)c2ccccc2Cl)ccc1O	i	i	-12	i	i	i	9	i	i	i	-2
28	CCSc1nsc(NC(=O)Nc2ccccc2F)n1	i	i	-7	i	i	i	-5	i	i	i	-1
29	Cc1ccc(S(=O)(=O)CC(O)CN2CCCC2=O)cc1 (configuration not stated)	i	i	-11	i	i	i	2	i	i	i	6
30	COc1nc(OCCNC(=O)Nc2ccccc2)nc(N(C)C)n1	i	i	-7	i	i	i	-5	i	i	i	3
31	COc1ccc(C2CC(=O)C(C(c3ccc(O)cc3)C3C(=O)CC(c4ccc(OC)cc4)CC3=O)C(=O)C2)cc1 (configuration not stated)	i	i	-20	x	i	i	x	i	i	i	5
32	Cn1cc(/C=N/NC(=O)c2cc3cc(Br)ccc3o2)c2ccccc21	i	i	-14	i	i	i	x	i	i	i	11
33	COc1cc(/C=N/NC(=O)c2ccccn2)ccc1OC(=O)c1cccs1	i	i	-8	i	i	i	3	i	i	i	9
34	CC1CCc2c(sc3[nH]c(=S)n(C)c(=O)c23)C1 (configuration not stated)	i	i	52*	i	i	74*	-1	i	x	i	4
35	CC(=O)Nc1ccc(NC(=O)C(=O)NCC(c2ccco2)N2CCc3ccccc32)cc1 (configuration not stated)	i	i	-14	i	i	i	7	i	i	i	0
36	CN1CCN(CCOc2ccc(Cl)c(Cl)c2)CC1	i	i	-6	i	i	i	10	i	i	i	5
37	COc1ccc(OC(C)C(=O)Nc2ccc([N+](=O)[O-])cc2)cc1 (configuration not stated)	i	i	-8	i	i	i	1	i	i	i	0
38	Cc1nc2ccc(S(=O)(=O)NC(CC(C)C)C(=O)O)cc2s1 (configuration not stated)	i	i	-8	i	i	i	-2	i	i	i	-9
39	O=c1c2ccccc2cnn1Cc1n[nH]c(=S)n1-c1ccccc1Cl	i	i	-7	i	i	i	1	i	i	i	9
40	O=C(Cn1nnc(-c2ccccc2)n1)NCc1ccco1	i	i	-7	i	i	i	-5	i	i	i	-2

A run of entries from further up:
entry	compound	TRPC4 PAM	KCNQ1 block	hERG rescue	KCNK3 inh	TRPC4 agonist	KCNQ1 act	Dyrk1A ADPGlo	KCNK9 inh	PolyA inh	TRPC4 block	Platelet DG rel
37	COc1ccc(OC(C)C(=O)Nc2ccc([N+](=O)[O-])cc2)cc1 (configuration not stated)	i	i	-8	i	i	i	1	i	i	i	0
38	Cc1nc2ccc(S(=O)(=O)NC(CC(C)C)C(=O)O)cc2s1 (configuration not stated)	i	i	-8	i	i	i	-2	i	i	i	-9
39	O=c1c2ccccc2cnn1Cc1n[nH]c(=S)n1-c1ccccc1Cl	i	i	-7	i	i	i	1	i	i	i	9
40	O=C(Cn1nnc(-c2ccccc2)n1)NCc1ccco1	i	i	-7	i	i	i	-5	i	i	i	-2

The listing continues.
entry	compound	TRPC4 PAM	KCNQ1 block	hERG rescue	KCNK3 inh	TRPC4 agonist	KCNQ1 act	Dyrk1A ADPGlo	KCNK9 inh	PolyA inh	TRPC4 block	Platelet DG rel
41	C=CCn1c(CNC(=O)c2ccco2)nnc1SCC(=O)Nc1cccc(Br)c1	i	i	-10	i	i	i	2	i	i	i	-10
42	CCOC(=O)C=Nc1c(N)n(C)c(=O)n(C)c1=O	i	i	-2	i	i	i	-1	i	i	i	-3
43	CCOC(=O)C(CCCCCOc1ccc([N+](=O)[O-])cc1)C(=O)OCC	23*	i	-19	i	i	i	6	i	i	i	0
44	CC(=O)N1CCN(c2ccc(NC(=O)c3ccco3)cc2)CC1	i	i	-3	i	i	i	-4	i	i	i	2
45	Fc1cccc(CSc2ncnc3c2oc2ccccc23)c1	i	i	-6	i	i	i	2	i	i	i	3
46	O=C(CCl)N1CCCC1c1ccc2c(c1)OCCO2 (configuration not stated)	i	i	-2	i	i	i	2	i	i	i	-7
47	CC1CCCN(CC(=O)Nc2ccc(S(=O)(=O)N3CCCC3)cc2)C1 (configuration not stated)	i	i	-14	i	i	i	11	i	i	i	-6
48	Cc1ccc(S(=O)(=O)N(C)c2c(C)ccc(S(=O)(=O)Nc3ccncc3)c2C)cc1	i	i	-3	i	i	i	-6	i	i	i	-2
49	Cc1ccccc1NC(=S)NC(=O)COc1ccccc1C	i	i	-3	i	i	i	4	i	i	i	9
50	Cc1ccc(Cn2nnc3c(=O)[nH]c(C4CCCN(S(=O)(=O)c5ccccc5F)C4)nc32)cc1 (configuration not stated)	i	i	-5	i	i	i	0	i	i	i	-3
51	Cc1ccc(C(=O)C(NC(=O)c2ccco2)Nc2sc3c(c2C(N)=O)CCCC3)cc1 (configuration not stated)	i	i	-15	x	i	i	x	i	i	i	-5
52	O=C(NC1CCCCCC1)c1ccc[nH]c1=S	i	i	-14	i	i	i	0	i	i	i	1
53	CC(=O)Nc1ccc(S(=O)(=O)NC2(C(F)(F)F)C(=O)Nc3c2c(=O)[nH]c(=O)n3Cc2cccnc2)cc1 (configuration not stated)	i	i	-8	i	i	i	3	i	i	i	-3
54	CC(=O)Nc1nc2ccccc2n1CCOc1ccccc1Cl	i	i	-13	i	i	i	-9	i	i	i	2

Screens from PubChem BioAssay.
